Source: PubChem BioAssay (National Center for Advancing Translational Sciences (NCATS))
D1 agonist = agonists of human D1 dopamine receptor. P21728. HEK293 T-REx D1 cells, calcium flux, agonist mode. activation, % at 2 µM. 360,000 tested, 1% active. AID 504660; in the data active = activation above about 30%; note: 0% is about no effect
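Tetracycline-induced HEK293 TREx D1 cells, force-coupled to calcium signalling, were dye-loaded with a no-wash calcium kit. Compound was pin-added after a 10 s baseline. Fluorescence was read kinetically at 1 cycle/s for 180 s, with calcium rises flagged as agonism.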
Vif-APOBEC3F blk = Vif-A3F binding inhibition; Potency, µM (titrated, usually from 46.1 µM), for inactives: top-dose activity, negative = active; 390,000 tested, 0.2% active; HeLa A3F-eYFP + Vif (tagged APOBEC3F with the HIV-1 protein that degrades it), YFP fluorescence increase; note: potency is the fitted concentration of half-maximal effect; % of control where 0% means no effect; nearly all actives have a fitted effect of over 65% in size
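HeLa cells stably expressing A3F-eYFP plus Vif, plated and incubated overnight at 37 deg C, then exposed to compounds overnight at 37 deg C. Blocked degradation read as raised yellow fluorescence (Ex 488/Em 500-530).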
GRP78 ERSR act = inducers of ER stress response in human glioma cells; Potency, µM, for inactives: at the highest dose activation, actives largely listed as activators; 420,000 tested, 0.02% active; U87-MG GRP78 promoter luciferase reporter, 16 h; AID 602332; note: potency is the fitted concentration of half-maximal effect; series mostly up to about 76 µM; % of control where 0% means no effect; nearly all actives have a fitted effect of over 35% in size
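Stably transfected U87-MG glioma cells carrying a GRP78-based luciferase sensor; 16 h compound incubation. Luminescence end-point read 10 min after Bright-Glo addition at room temperature.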
Vif-APOBEC3G blk = blocks the Vif interaction with human APOBEC3G; Q9HC16; HeLa A3G-eYFP + Vif (tagged APOBEC3G with the HIV-1 protein that degrades it), YFP fluorescence, overnight; Potency, µM (highest dose often 46.1 µM), inactives show at the top dose activity, negative = active, hits mostly inhibitors; 410,000 tested, 0.076% active; AID 602310;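 note: potency is the fitted concentration of half-maximal effect; % is set by controls: 0 for no effect and ±100 for the full control effect; nearly all actives have a fitted effect of over 60% in size; hits raise eYFP signal because A3G escapes Vif-driven loss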
Target sequence (Q9HC16 whole entry, looked up): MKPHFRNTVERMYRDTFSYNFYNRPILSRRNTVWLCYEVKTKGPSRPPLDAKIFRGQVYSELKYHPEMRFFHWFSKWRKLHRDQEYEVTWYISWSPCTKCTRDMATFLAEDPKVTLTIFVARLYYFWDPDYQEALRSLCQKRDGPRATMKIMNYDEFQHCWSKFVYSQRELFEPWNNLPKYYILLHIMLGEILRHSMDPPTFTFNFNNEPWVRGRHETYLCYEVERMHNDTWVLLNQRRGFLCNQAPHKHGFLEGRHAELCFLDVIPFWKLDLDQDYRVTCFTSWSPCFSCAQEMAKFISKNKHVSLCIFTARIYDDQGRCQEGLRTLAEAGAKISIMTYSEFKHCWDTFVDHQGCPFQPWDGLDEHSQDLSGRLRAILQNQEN
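Read-out is eYFP fluorescence (Ex 488/Em 500-530) from Vif-expressing HeLa A3G-eYFP cells; more signal means A3G escaped Vif-mediated degradation. Cells plated overnight, compound pinned in, incubated overnight at 37 deg C.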
D1 antag = antagonists of human D1 dopamine receptor; 360,000 tested, 3.2% active; HEK293 TREx D1 cells, calcium flux, dopamine EC80; active compounds read low; activity change, negative = inhibition, % at 10 µM; in the data active = activity change below about -30%; note: % is set by controls: 0 for no effect and ±100 for the full control effect
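After overnight tetracycline induction at 30 C, force-coupled D1 HEK293 cells took up a no-wash calcium dye at room temperature. Compounds were added and monitored 180 s, and the response to EC80 dopamine was then recorded.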
D2 PAM = D2 dopamine receptor (human) potentiation; P14416; HEK293 T-REx D2, calcium flux, EC20 dopamine potentiation; potentiation, % at 10 µM; 340,000 tested, 0.34% active;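 active = potentiation over 3 SD above the plate norm, cut at about 30% in these data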; note: 0% is about no effect
Target sequence (P14416 whole entry, looked up): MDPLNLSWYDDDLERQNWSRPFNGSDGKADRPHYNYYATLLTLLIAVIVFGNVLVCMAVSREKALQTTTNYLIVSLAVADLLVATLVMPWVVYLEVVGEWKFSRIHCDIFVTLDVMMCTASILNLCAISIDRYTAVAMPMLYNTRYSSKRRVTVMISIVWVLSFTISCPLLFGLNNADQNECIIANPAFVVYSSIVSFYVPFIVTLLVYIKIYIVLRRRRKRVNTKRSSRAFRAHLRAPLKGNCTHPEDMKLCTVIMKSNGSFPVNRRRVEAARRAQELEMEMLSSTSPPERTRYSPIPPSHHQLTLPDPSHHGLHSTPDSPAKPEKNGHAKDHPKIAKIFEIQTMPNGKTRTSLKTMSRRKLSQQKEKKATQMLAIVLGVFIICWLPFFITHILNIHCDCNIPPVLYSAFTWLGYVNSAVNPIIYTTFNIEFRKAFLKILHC
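Tetracycline-induced HEK293 T-REx cells force-coupled to calcium signalling expressed D2; compounds were pin-added after a 10 s baseline, read kinetically 180 s, then an EC20 dopamine challenge followed with a further 180 s calcium read.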
LDHA block = blocks human lactate dehydrogenase A | P00338 | purified LDHA, NADH/diaphorase-resazurin fluorescence; active compounds read low | activity change, % (values are at about 110 or 230 µM) | 480,000 tested, 0.15% active; in the data active = activity change below about -30%; inconclusive = mostly about -25% to -30%;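 note: plate controls were DMSO wells for no effect and wells without enzyme for full effect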
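Remaining NADH was detected by diaphorase (0.133 mg/mL) converting 37 µM resazurin to fluorescent resorufin, read at 0 and 20 minutes. The preceding 5-minute room-temperature reaction used 2 nM LDHA, 0.2 mM sodium pyruvate and 0.06 mM NADH at pH 7.4.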
D1 potentiator = enhances dopamine response at the human D1 receptor; HEK293 TREx D1 cells, calcium flux, dopamine EC20 potentiation; potentiation, % at 10 µM; 360,000 tested, 0.036% active; P21728; in the data active = potentiation above about 30%; note: 0% is about no effect
RXFP1 ag = activates the human relaxin receptor RXFP1; AID 2676; 370,000 tested, 0.3% active; HEK293T-RXFP1 cAMP TR-FRET, 30 min; response scale: percent of porcine relaxin response, buffer zero; Q9HBX9; Potency, µM (top dose mostly 57.5 µM), inactives show top-dose activation, usual class: activators; note: potency is the fitted concentration of half-maximal effect; % is set by controls: 0 for no effect and ±100 for the full control effect; nearly all actives have a fitted effect of over 60% in size; many of its hits are not listed in these tables
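Agonist response is measured as cAMP accumulation in an RXFP1-transfected HEK293T line under PDE4 inhibition. Values are scaled between buffer-only and 29 nM porcine relaxin, and EC50s come from standard Hill equation fits.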
The depositor's hits bear a star; u = inconclusive; x = not tested or not shown. Unless noted, calls come from the whole dose curve; as a rule, active = well fitted curve in the direction sought with a large enough effect; inconclusive = small, poorly fitted or top-dose-only effect, or another doubt; inactive = no such curve, though single readings can be large; an effect the other way counts as inactive or inconclusive. An excerpt; rates above refer to the full screens.

entry	mol	D1 agonist	Vif-APOBEC3F blk	GRP78 ERSR act	Vif-APOBEC3G blk	D1 antag
1	COc1ccc(C(=O)Nc2cccc(-c3ccc4nncn4n3)c2)cc1	0	5%	2%	0%	-8
2	O=C(CCSc1ccccc1)N1CCCC1	3	u	-4%	0%	-7
3	COc1ccc(/C(N)=N/OC(=O)c2cccs2)cc1OC	2	10%	6%	-4%	15
4	CC(=O)c1ccc(OCCn2cnc3ccccc32)cc1	6	6%	-1%	-10%	9
5	CCOc1ccc(/C=N/Nc2cc(N3CCOCC3)ncn2)c(O)c1	x	0%	-2%	-10%	x
6	COc1ccc(-n2c(COc3ccccc3)nnc2SCc2ccc(C#N)cc2)cc1	19	4%	-4%	-8%	-5
7	CCOc1ccc(CN2CCN(Cc3ccon3)CC2CCO)cc1 (centres undefined)	-1	-4%	-5%	-1%	-23
8	CC(=O)NC(NC(C)=O)c1ccc(Br)cc1	1	-4%	-2%	0%	8

entry	D2 PAM	LDHA block	D1 potentiator	RXFP1 ag
1	-3	-3	-2	1.0%
2	16	-4	-1	0.0%
3	5	-5	3	3.9%
4	16	-9	-2	-1.5%
5	x	0	x	x
6	x	2	1	0.8%
7	13	-6	-5	-0.1%
8	3	-3	8	1.4%

Additional structures.
entry	mol	D1 agonist	Vif-APOBEC3F blk	GRP78 ERSR act	Vif-APOBEC3G blk	D1 antag
9	CCC(=O)N1N=C(c2cccs2)CC1c1ccc(C)cc1 (centres undefined)	4	0%	1%	0%	1
10	Cc1ccc(CNC(=O)c2ccc(CSc3nc4ccncc4n3Cc3ccc(C)cc3)cc2)cc1	0	4%	4%	1%	26
11	CCOC(=O)c1sc(NC(=O)c2cccnc2)c(C#N)c1C	6	-17%	-5%	3%	12
12	CCn1ncc(S(=O)(=O)NCc2ccco2)c1C	6	-1%	-3%	1%	17
13	CCOc1ccc(S(=O)(=O)N2CCN(C(=O)c3oc4ccc(OC)cc4c3C)CC2)cc1	3	5%	-6%	0%	-3
14	NC1=NC[C@H](Cc2ccccc2)N1CCc1cccc(F)c1	1	8%	-5%	3%	-37*
15	Cc1ccc(C(C)C)c(OCCOCCN2CCNCC2)c1	x	15%	-1%	0%	x
16	CC(C)C(c1nnnn1C1CCCCC1)N1CCOCC1 (centres undefined)	1	2%	6%	3%	2

entry	D2 PAM	LDHA block	D1 potentiator	RXFP1 ag
9	14	1	-3	2.3%
10	18	-1	2	-0.4%
11	5	-1	1	-0.8%
12	3	-1	1	0.3%
13	x	-7	-3	1.8%
14	16	-5	-3	1.5%
15	x	-1	x	x
16	-6	-15	3	-0.7%

An excerpt from above in order of count of non-hydrogen atoms, rising.
entry	mol	D1 agonist	Vif-APOBEC3F blk	GRP78 ERSR act	Vif-APOBEC3G blk	D1 antag
8	CC(=O)NC(NC(C)=O)c1ccc(Br)cc1	1	-4%	-2%	0%	8
12	CCn1ncc(S(=O)(=O)NCc2ccco2)c1C	6	-1%	-3%	1%	17
4	CC(=O)c1ccc(OCCn2cnc3ccccc32)cc1	6	6%	-1%	-10%	9
14	NC1=NC[C@H](Cc2ccccc2)N1CCc1cccc(F)c1	1	8%	-5%	3%	-37*
5	CCOc1ccc(/C=N/Nc2cc(N3CCOCC3)ncn2)c(O)c1	x	0%	-2%	-10%	x
6	COc1ccc(-n2c(COc3ccccc3)nnc2SCc2ccc(C#N)cc2)cc1	19	4%	-4%	-8%	-5
13	CCOc1ccc(S(=O)(=O)N2CCN(C(=O)c3oc4ccc(OC)cc4c3C)CC2)cc1	3	5%	-6%	0%	-3
10	Cc1ccc(CNC(=O)c2ccc(CSc3nc4ccncc4n3Cc3ccc(C)cc3)cc2)cc1	0	4%	4%	1%	26

entry	D2 PAM	LDHA block	D1 potentiator	RXFP1 ag
8	3	-3	8	1.4%
12	3	-1	1	0.3%
4	16	-9	-2	-1.5%
14	16	-5	-3	1.5%
5	x	0	x	x
6	x	2	1	0.8%
13	x	-7	-3	1.8%
10	18	-1	2	-0.4%

Next part:
entry	mol	D1 agonist	Vif-APOBEC3F blk	GRP78 ERSR act	Vif-APOBEC3G blk	D1 antag
17	O=C(c1c(F)cccc1F)N1CCC(O)(c2ccc(F)cc2)CC1	1	0%	1%	-1%	-3
18	CCOc1ccc(CCNC(=O)c2ccc3nc(N4CCC(C)CC4)sc3c2)cc1OCC	-1	1%	1%	6%	-10
19	O=C(c1ccco1)N1CCN(C(=O)c2ccc(CS(=O)c3cccc(Cl)c3)o2)CC1 (centres undefined)	2	0%	9%	0%	-1
20	O=C(Nc1nnc(C2CCCCC2)s1)c1cccs1	5	-12%	4%	-5%	3
21	Cc1ccc(NC(=O)C2CCN(S(=O)(=O)c3ccc(F)cc3)CC2)cc1	-1	3%	-1%	0%	-11
22	CCOc1ncccc1C(=O)OCC(=O)Nc1ccc2c(c1)OCO2	-2	1%	-5%	-12%	-4
23	CCOc1ccc(-c2noc(CSc3nnc(Cc4ccccc4)n3-c3cccc(C)c3)n2)cc1	38*	0%	-4%	-3%	-4
24	O=C(CSc1cccs1)Nc1ccc2ccccc2c1	9	6%	1%	-4%	-15

entry	D2 PAM	LDHA block	D1 potentiator	RXFP1 ag
17	-3	-7	-7	0.4%
18	14	-5	0	0.1%
19	1	-3	8	3.9%
20	11	-3	1	0.7%
21	1	-8	-1	-1.6%
22	x	-4	6	-0.1%
23	12	-2	1	0.1%
24	2	4	3	1.0%

3 entries already listed, sorted by the number in RXFP1 ag, low to high:
entry	mol	D1 agonist	Vif-APOBEC3F blk	GRP78 ERSR act	Vif-APOBEC3G blk	D1 antag
21	Cc1ccc(NC(=O)C2CCN(S(=O)(=O)c3ccc(F)cc3)CC2)cc1	-1	3%	-1%	0%	-11
23	CCOc1ccc(-c2noc(CSc3nnc(Cc4ccccc4)n3-c3cccc(C)c3)n2)cc1	38*	0%	-4%	-3%	-4
20	O=C(Nc1nnc(C2CCCCC2)s1)c1cccs1	5	-12%	4%	-5%	3

entry	D2 PAM	LDHA block	D1 potentiator	RXFP1 ag
21	1	-8	-1	-1.6%
23	12	-2	1	0.1%
20	11	-3	1	0.7%

(listing goes on)
entry	mol	D1 agonist	Vif-APOBEC3F blk	GRP78 ERSR act	Vif-APOBEC3G blk	D1 antag
25	C/C(=N\Nc1nc(-c2ccccc2)cs1)c1cccs1	2	7%	5%	0%	2
26	COc1cccc(N(C(=O)c2snc(C(N)=O)c2N)C(C(=O)NCC2CCCO2)c2c[nH]c3ccccc23)c1 (centres undefined)	7	-7%	1%	-3%	-3
27	COc1cc(O)c2c(=O)c3c(O[C@H]4O[C@@H](CO)[C@H](O)[C@@H](O)[C@@H]4O)ccc(O)c3oc2c1	x	1%	-2%	0%	x
28	CC(=O)/C(=N\Nc1ccc(Cl)cc1Cl)Sc1cccc2cccnc12	1	5%	u	-31%	-1
29	Cc1ccc(C)c(OCC(=O)Nc2cc(C)on2)c1	4	-1%	1%	2%	-22
30	CN(C)Cc1n[nH]c(=O)c2ccccc12	2	1%	-7%	0%	-2
31	CS(=O)(=O)Nc1ccccc1C(=O)NCc1ccco1	2	0%	1%	-5%	-2
32	Cc1nc2c(Br)cc(Br)cc2c(=O)n1-c1ccccc1NC1OCC(O)C(O)C1O (centres undefined)	x	2%	-5%	1%	x

entry	D2 PAM	LDHA block	D1 potentiator	RXFP1 ag
25	-2	0	2	-0.5%
26	-9	-6	4	4.0%
27	x	1	x	x
28	-2	0	0	-0.7%
29	x	-3	2	0.0%
30	-2	0	-4	1.8%
31	-1	-2	-2	1.1%
32	x	-4	x	x

(continued)
entry	mol	D1 agonist	Vif-APOBEC3F blk	GRP78 ERSR act	Vif-APOBEC3G blk	D1 antag
33	COCC(=O)N1CCC(Oc2ccc(C(=O)N(C)CCCC3CCCC3)cc2)CC1	9	-1%	-8%	2%	-19
34	CCOc1ccc2nc(NCCNC(=O)Nc3cccc(C)c3)c(C#N)cc2c1	4	5%	1%	-21%	3
35	CCCCCCc1c(O)nc(SCCN2CCOCC2)[nH]c1=O	3	u	-2%	4%	4
36	Cc1ccc(S(=O)(=O)Nc2csc(C)c2C(=O)O)cc1	2	5%	0%	3%	6
37	Cc1cc(C)c(C(=O)COC(=O)c2nn(C)c(=O)c3ccccc23)cc1C	7	2%	-3%	2%	-16
38	CCN(C[C@H]1N[C@@](C)(C(=O)OC)[C@H]2C(=O)N(C)C(=O)[C@@H]12)C(=O)c1ccc(C(C)(C)C)cc1	x	3%	-3%	1%	x
39	CCN(C(=O)CSc1nnc(NCCOC)s1)c1c(N)n(Cc2ccccc2)c(=O)[nH]c1=O	x	-14%	-3%	1%	x
40	C[C@@H]1NC(=O)N[C@@H]1CCCCCC(=O)O	x	-1%	0%	2%	x

entry	D2 PAM	LDHA block	D1 potentiator	RXFP1 ag
33	15	-13	-8	-0.7%
34	10	16	-2	3.3%
35	-3	-3	3	0.1%
36	-4	6	2	1.7%
37	4	-2	x	0.0%
38	x	-1	x	x
39	x	-11	x	x
40	x	-4	x	x

(further entries)
entry	mol	D1 agonist	Vif-APOBEC3F blk	GRP78 ERSR act	Vif-APOBEC3G blk	D1 antag
41	Cc1ccccc1C(=O)N1CCN(c2ccc([N+](=O)[O-])c(NCc3ccco3)c2)CC1	3	2%	-3%	2%	-11
42	Cc1ccsc1CN(C(=O)COc1ccc(Br)cc1)C1CCS(=O)(=O)C1 (centres undefined)	8	x	x	x	2
43	COC(=O)c1sc(S(=O)(=O)NCCC(=O)O)c(C(=O)OC)c1C	-1	14%	-1%	5%	-4
44	CCN(CC)CCNC(=O)C(=O)NCC(c1ccc2c(c1)OCO2)N1CCOCC1 (centres undefined)	0	1%	-2%	4%	-1
45	OCCOCCOc1ccc(-c2nn[nH]n2)cc1	2	8%	-5%	-3%	5
46	O=C(COC(=O)c1ccc(Br)o1)Nc1nc2c(F)c(F)c(F)cc2s1	1	4%	-2%	-2%	-2
47	O=C(c1ccco1)c1cn(CCOc2ccc(F)cc2)c2ccccc12	15	1%	0%	1%	3

entry	D2 PAM	LDHA block	D1 potentiator	RXFP1 ag
41	2	4	3	0.1%
42	-3	-2	-1	-2.8%
43	-8	-2	-6	0.2%
44	6	-8	-3	-2.5%
45	1	-12	4	-0.5%
46	9	-6	0	0.8%
47	-3	1	-8	0.3%
